High-throughput results as filed in PubChem.
SMN2 splice up: increases expression of the SMN2 splice variant | HEK293 SMN2-luciferase splicing reporter, luminescence, 30-36 h | Potency, µM (series often up to 46.1 µM), inactives show top-dose activity change, positive = activation, actives largely listed as activators | 210,000 tested, 2.8% active; note: % of control where 0% means no effect; nearly all actives have a fitted effect of over 55% in size
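HEK293 cells carry an SMN2 minigene-luciferase reporter in which exon 7 inclusion puts luciferase in frame. Cells were seeded at 2000 cells/well, attached for 10-12 hours, then exposed to compounds for 30-36 hours at 37C before ONE-Glo luminescence.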
Tau fibril ThT: blocks human tau fibril formation measured by thioflavin T; P10636; recombinant tau K18 P301L, heparin-induced fibrillization, ThT fluorescence; Potency, µM (series often up to 57.4 µM), without a hit: at the top dose activity, negative = inhibition, usual class: inhibitors; 270,000 tested, 2.1% active; note: % is set by controls: 0 for no effect and ±100 for the full control effect; nearly all actives have a fitted effect of over 55% in size
Target sequence (P10636 561-689 P618L limits assumed): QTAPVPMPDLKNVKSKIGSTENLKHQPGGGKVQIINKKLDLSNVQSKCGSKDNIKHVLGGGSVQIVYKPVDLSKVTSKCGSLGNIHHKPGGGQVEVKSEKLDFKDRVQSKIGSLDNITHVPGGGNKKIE
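In this qHTS, human K18 P301L tau is incubated with compound and heparin for 6 hr at 37 C, and Thioflavin T fluorescence then reports fibril load.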
HTT cytoprotect: cytoprotection in Huntington HTT-Q103 PC12 cell model; PC12 HTT-Q103 induced, cytoprotection, ATP luminescence, 40 h; Potency, µM (doses to about 56.4 µM), without a hit: cytoprotection (ATP increase), most hits filed as activators; 230,000 tested, 0.14% active; AID 1471;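 note: % of control where 0% means no effect; nearly all actives have a fitted effect of over 45% in size; toxic huntingtin expression switched on by the ecdysone agonist tebufenozide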
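Huntington model: PC12 line, ecdysone-inducible HTTQ103 exon1–GFP, tebufenozide 100 nM. Test articles in a dose series. Endpoint luminescence from cellular ATP.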
Tau fluor counter: counter-screen for tau fibril formation inhibitors; tau K18 P301L Alexa594 fluorescence, heparin fibrillization; Potency, µM (highest dose often 57.7 µM), for inactives: top-dose activity change, negative = decrease; 280,000 tested, 0.93% active; AID 1463; note: % is set by controls: 0 for no effect and ±100 for the full control effect; nearly all actives have a fitted effect of over 55% in size
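Human tau K18 P301L (15 uM unlabeled, 0.24 uM Alexa 594-labeled) in 100 mM sodium acetate pH 7 with 20 uM heparin, 6 hr at 37 C. ThT 30 uM added, 1 hr ambient; Alexa 594 FP and total fluorescence read at 555/632 nm.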
HTT aggregate: mutant huntingtin aggregation inhibition; PC12 HttQ103-GFP aggregates, Acumen cytometry, 40 h; Potency, µM (top dose mostly 46.1 µM), without a hit: at the top dose activity change, negative = inhibition, most hits filed as inhibitors; 220,000 tested, 1.1% active; AID 1688; note: % is set by controls: 0 for no effect and ±100 for the full control effect; nearly all actives have a fitted effect of over 60% in size
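Using laser scanning cytometry, GFP-positive aggregates were counted after lysis of PC12 cells induced with 100 nM tebufenozide to express HTT exon 1 Q103–GFP. Compounds were tested in titration.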
Tau fibril FP: inhibitors of human tau fibril formation; P10636; K18 P301L tau heparin fibrillization, Alexa594 FP, 6 h; Potency, µM (doses to about 57.7 µM), for inactives: at the top dose activity, negative = inhibition, hits mostly inhibitors; 280,000 tested, 0.39% active; note: % is set by controls: 0 for no effect and ±100 for the full control effect; nearly all actives have a fitted effect of over 55% in size
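Recombinant K18 P301L […], labeled with Alexa 594 at 0.24 uM over 15 uM unlabeled; heparin inducer 20 uM final; 37 C, 6 hr; FP endpoint.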
KDM4E inh: JMJD2E (human) inhibition | JMJD2E catalytic domain, FDH-coupled NADH fluorescence (FDH is formaldehyde dehydrogenase) | 230,000 tested, 1.6% active | Potency, µM (titrated, usually from 57.1 µM), for inactives: at the top dose activity change, negative = inhibition, most hits filed as inhibitors | AID 2147; active = well fitted inhibition curve with a large enough effect, not every such curve was filed as active; inconclusive = small, poorly fitted or top-dose-only effect, or another doubt; inactive = no such curve, though single readings can be large or run the other way;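 note: 0% = wells with enzyme and -100% = buffer wells without enzyme; nearly all actives have a fitted effect of over 50% in size; many of its hits are not listed in these tables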
Target sequence (B2RXH2 1-337 limits assumed): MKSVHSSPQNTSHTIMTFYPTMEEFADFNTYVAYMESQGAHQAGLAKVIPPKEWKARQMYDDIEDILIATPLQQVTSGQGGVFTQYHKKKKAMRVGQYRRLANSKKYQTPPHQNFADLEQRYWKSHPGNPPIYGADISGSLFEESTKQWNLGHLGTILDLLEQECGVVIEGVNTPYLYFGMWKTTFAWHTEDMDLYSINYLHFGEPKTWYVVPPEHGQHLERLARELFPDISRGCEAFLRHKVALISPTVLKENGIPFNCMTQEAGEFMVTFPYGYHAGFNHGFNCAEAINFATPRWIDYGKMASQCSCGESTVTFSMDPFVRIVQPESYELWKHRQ
ALDH1A1 inh: ALDH1A1 (human) enzyme inhibition; P00352; Purified ALDH1A1, NADH fluorescence, propionaldehyde substrate; Potency, µM (doses to about 75.3 µM), without a hit: at the top dose activity, negative = inhibition, actives largely listed as inhibitors; 220,000 tested, 7.3% active; AID 1030; active = well fitted inhibition curve with a large enough effect, not every such curve was filed as active; inconclusive = small, poorly fitted or top-dose-only effect, or another doubt; inactive = no such curve, though single readings can be large or run the other way;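 note: plate controls were no enzyme wells and a reference inhibitor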
Target sequence (P00352 whole entry, looked up): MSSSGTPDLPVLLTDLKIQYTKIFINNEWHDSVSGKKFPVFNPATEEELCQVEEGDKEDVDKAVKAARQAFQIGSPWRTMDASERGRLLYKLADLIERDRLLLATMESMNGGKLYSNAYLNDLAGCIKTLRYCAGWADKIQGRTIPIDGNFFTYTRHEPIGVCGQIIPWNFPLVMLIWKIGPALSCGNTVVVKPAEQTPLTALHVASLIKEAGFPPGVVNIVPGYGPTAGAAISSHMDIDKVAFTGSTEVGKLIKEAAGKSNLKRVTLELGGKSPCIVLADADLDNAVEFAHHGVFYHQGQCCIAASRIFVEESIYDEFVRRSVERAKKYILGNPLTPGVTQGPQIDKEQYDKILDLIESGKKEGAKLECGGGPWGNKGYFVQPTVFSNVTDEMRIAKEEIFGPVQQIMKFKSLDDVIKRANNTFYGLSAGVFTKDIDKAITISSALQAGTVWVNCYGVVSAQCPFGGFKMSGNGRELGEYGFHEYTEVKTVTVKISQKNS
Active calls of the source: *; ? = inconclusive; · = not tested or not shown; & = joins results of further samples; [ ] = another dose, or the depositor's remark. Unless noted, calls come from the whole dose curve; as a rule, active = well fitted curve in the direction sought with a large enough effect; inconclusive = small, poorly fitted or top-dose-only effect, or another doubt; inactive = no such curve, though single readings can be large; an effect the other way counts as inactive or inconclusive. Potency is the fitted concentration of half-maximal effect. Some of the compounds tested (hit frequency here may not be typical).

no.	smiles	SMN2 splice up	Tau fibril ThT	HTT cytoprotect	Tau fluor counter	HTT aggregate	Tau fibril FP	KDM4E inh	ALDH1A1 inh
1	Cc1cc2c(cc1C)/C(=N/NC(=O)c1ccccn1)CCC2	·	?	20.1%[10 µM]	-14.7%	3.2%[9.22 µM]	-5.9%	-21.6%	4.3%
2	COc1ccc(N2C3=C(CC4=C2CC(C)(C)CC4=O)C(=O)CC(C)(C)C3)cc1	-12.6%	20µM*	-94.0%[inhibitor]	-21.5%	16.2%[9.22 µM]	?	?	?
3	OC(C#CCN1CCCCCC1)(c1ccccc1)c1cccnc1 (stereo not given)	·	-8.5%	0.9%[10 µM]	-2.4%	0.0%[9.22 µM]	2.1%	-21.7%	-18.5%
4	CCCCn1c(SCC(=O)N(CC)C2CCS(=O)(=O)C2)nc2cc(S(N)(=O)=O)ccc21 (stereo not given)	8.6%	-1.3%	?	-5.5%	?	-1.9%	0.2%	?
5	Cc1ccc(/C=N/NC(=O)c2cc(C)oc2C)cc1	·	?	-36.2%[10 µM]	-17.8%	2.7%[9.22 µM]	-5.5%	-5.6%	·
6	Cc1ccc(S(=O)(=O)O/N=C2\CCCc3ccccc32)cc1	12.0%	-15.2%	10.3%	-9.1%	-17.7%	-0.1%	-4.1%	?
7	O=C(OC1CCOC1=O)c1ccc(NS(=O)(=O)c2cccs2)cc1 (stereo not given)	2.8%	-4.4%	-13.6%	-11.1%	6.8%	-7.0%	-1.3%	?
8	CCN1C(=O)/C(=C/c2cnn(CC)c2C)SC1=S	-4.4%	?	·	-16.5%	6.4%	-2.6%	8.0%	2µM*
9	COc1ccc(C(C)NC(=O)c2ccc([N+](=O)[O-])cc2)cc1OC (stereo not given)	-2.9%	3.4%	-6.7%[10 µM]	8.3%	2.0%	-0.5%	3.3%	5.5%
10	Cc1c(NC(=S)NC(NC(=O)CC(C)C)C(Cl)(Cl)Cl)c(=O)n(-c2ccccc2)n1C (stereo not given)	8.6%	-5.4%	14.1%[10 µM]	-1.2%	-6.2%	9.5%	1.8%	5.7%
11	Cc1ccc(N2C(=O)C(CC(=O)Nc3ccc(F)cc3)N(Cc3ccc4c(c3)OCO4)C2=O)cc1 (stereo not given)	?	1.7%	·	?	·	-12.6%	·	·
12	Cc1cc(C)c2cc(C(c3nnnn3CC3CCCO3)N3CCN4CCCC4C3)c(=O)[nH]c2c1 (stereo not given)	-6.9%	-1.1%	-14.7%[10 µM]	3.5%	0.2%	0.2%	?	-10.7%
13	O=C(COC(=O)CCC1CCCC1)Nc1nc2c(F)c(F)c(F)cc2s1	·	-7.4%	11.3%[10 µM]	-7.5%	-16.1%	-5.9%	5.5%	-4.1%
14	CCOC(=O)OCC1OC(C#Cc2ccc(Br)cc2)C=CC1OC(=O)OCC (stereo not given)	·	-17.7%[11.5 µM]	-10.9%[10 µM]	-11.2%[11.6 µM]	·	0.7%[11.6 µM]	·	-18.6%[13.5 µM]
15	O=C(O)c1cc(-c2ccccc2)nn1Cc1ccccc1	1.4%	0.4%	·	1.8%	·	8.0%	·	·
16	CCCN1C(=O)c2ccc(C(=O)Nc3nccs3)cc2C1=O	-16.3%	-19.4%	-2.9%	-10.6%	-15.1%	7.0%	5.6%	0.282µM*
17	Cc1ccc2nc(NC(=O)c3ccc(OCC4CCCO4)cc3)sc2c1 (stereo not given)	-44.9%[inhibitor]	?	-4.7%[10 µM]	-5.6%	-17.1%	6.4%	?	?
18	CCOC(=O)c1cc(C)n(Cc2ccc(OCC)c(OC)c2)c1C	-32.7%[inhibitor]	-16.9%	-6.6%	-15.7%	14.9%	-7.0%	-2.0%	-10.6%
19	C[C@@]12CCC(O)C[C@H]1CCc1ccccc12 (stereo not given in full)	-1.4%	-2.0%	·	-2.2%	·	-7.6%	-2.7%	-1.9%
20	O=C(Nc1ccc(CN2CCOCC2)cc1)c1cc2ccccn2n1	?	-12.2%	-36.2%[10 µM]	-6.4%	5.5%	-8.2%	-5.4%	-4.2%

3 compounds already listed, sorted by their value in Tau fibril FP, largest number first:
nr | SMILES | Tau fibril FP
9 | COc1ccc(C(C)NC(=O)c2ccc([N+](=O)[O-])cc2)cc1OC (stereo not given) | -0.5%
4 | CCCCn1c(SCC(=O)N(CC)C2CCS(=O)(=O)C2)nc2cc(S(N)(=O)=O)ccc21 (stereo not given) | -1.9%
11 | Cc1ccc(N2C(=O)C(CC(=O)Nc3ccc(F)cc3)N(Cc3ccc4c(c3)OCO4)C2=O)cc1 (stereo not given) | -12.6%

A few values from above.
Result of O=C(O)c1cc(-c2ccccc2)nn1Cc1ccccc1 under Tau fibril FP: 8.0%
Result of Cc1cc2c(cc1C)/C(=N/NC(=O)c1ccccn1)CCC2 under ALDH1A1 inh: 4.3%

Further results:
no.	smiles	SMN2 splice up	Tau fibril ThT	HTT cytoprotect	Tau fluor counter	HTT aggregate	Tau fibril FP	KDM4E inh	ALDH1A1 inh
21	COc1ccccc1N1CCN(C(=O)CN(CCc2ccccc2)S(C)(=O)=O)CC1	-39.6%[inhibitor]	-4.9%	-7.4%	-5.4%	-20.0%	-1.2%	6.5%	-31.2%
22	COc1cc(C2NC(=O)C(C#N)=C(Nc3cccc(C)c3)S2)ccc1O (stereo not given)	·	?	-18.2%&6.6%[10 µM]	?	-2.7%&10.3%[9.22 µM]	?	?	?
23	CCCCNC(=O)CSc1cc(=O)n(C)c2ccccc12	-4.8%	-1.9%	-11.8%[10 µM]	0.5%	-4.9%	13.2%	?	-9.1%
24	CCOc1cc(/C=N/n2cnnc2)ccc1OCC(=O)Nc1ccccc1OC	29.8%	?	-8.7%	-18.5%	1.9%	?	-0.7%	?
25	COc1ccc(-c2nc3ccc(N4CCCC4)cc3c(=O)[nH]2)cc1OC	-10.2%	2.24µM*	-27.2%	?	3.4%	3.0%	?	?
26	CN(c1ccccc1)S(=O)(=O)c1ccc(Cl)c(C(=O)NC2=NCCS2)c1	-21.0%	-13.7%	-13.3%	-22.4%	2.6%	1.3%	-6.5%	-2.3%
27	CCOC(=O)Cn1c(=O)cnc2ccccc21	9.7%	-1.1%	11.3%	0.5%	13.8%	6.7%	?	?
28	C[N+]1(CCn2ccc3ccccc32)CCCCC1	-3.8%	-3.8%	-6.5%	-3.3%	9.3%	2.2%	-13.3%	9.6%
29	CCCCN1C(=O)C(=O)N(CC(=O)N2N=C3/C(=C/c4ccco4)CCCC3C2c2ccco2)C1=O (stereo not given)	·	-4.7%	-47.2%	-8.1%	24.0%	-7.2%	-5.1%	160.9%[activator]
30	O=C(CCCn1c(=O)c2sccc2n(Cc2ccc(F)cc2)c1=O)NCc1ccco1	-7.9%	-2.9%	-3.1%[10 µM]	-3.1%	-19.2%	2.3%	4.8%	-0.1%
31	CCn1c(CNc2ccc(Cl)cc2)nnc1SCCN1CCCCC1	4.4%	0.1%	0.1%[1.9 µM]	-5.3%	-8.5%	1.7%	15.8%	0.2%
32	C#CC(C)(C)NC(=O)c1ccc(-c2ccccc2F)cc1	·	-8.6%	3.5%[10 µM]	-6.6%	-6.7%[9.22 µM]	-3.9%	4.0%	·
33	COc1ccc(/C=C/c2nc(C#N)c(NCCc3ccccc3)o2)cc1OC	-1.4%	?	·	?	·	3.6%	·	·
34	CCOc1cccc2cc(C(=O)N3CCc4ccccc43)c(=O)oc12	18.6%	-13.7%	3.5%	-11.6%	-11.3%	-4.8%	4.1%	-5.0%
35	Cc1ccc(SCc2cc(=O)[nH]c(SCC(=O)Nc3cc(Cl)ccc3Cl)n2)cc1	-7.9%	-9.0%	0.8%	-15.3%	6.0%	-13.1%	4.3%	2.7%
36	Cc1cc(Nc2cc(F)ccc2C)n2nc(C)nc2n1	-13.6%	-11.4%	-5.4%	-10.2%	-9.5%	-0.3%	-3.4%	-4.8%
37	CSc1ccc(/C=N/NC(=O)CNc2ccc3ccccc3c2)cc1	9.2%	5.01µM*	11.8%[10 µM]	14.1µM*[quencher]	0.0%	-3.1%	-4.9%	-7.5%
38	Cc1ccccc1C(=O)Nc1nnc(CC(=O)N/N=C/c2cn(Cc3ccccc3)c3ccccc23)s1	·	?	-8.0%[10 µM]	?	-17.5%[9.22 µM]	9.1%	?	·
39	CC1SC(=NC(=O)c2ccncc2)NC1=O (stereo not given)	8.3%	-9.8%	-10.1%	-9.0%	7.9%	0.5%	-11.9%	-13.1%
40	CCOC(=O)C1CCN(C(=O)COc2cccc(C)c2)CC1	0.3%	-6.6%	-2.1%[10 µM]	6.6%	0.9%	0.0%	4.1%	-5.7%
41	O=C(CCc1ccc(S(=O)(=O)NC2CCCCC2)cc1)NCc1ccccn1	·	6.9%	-0.6%[10 µM]	-11.2%[2.34 µM]	-24.7%[9.22 µM]	-3.6%[2.34 µM]	-18.4%	-4.7%
42	Cc1csc(NC(=O)CCn2c(=O)sc3ccccc32)n1	18.6%	-10.7%	-9.6%	-14.2%	-4.8%	-2.9%	3.5%	-1.2%
43	S=c1nc(-c2ccccc2)oc2c1CCCC2	23.6%	?	5.8%	-13.2%	-0.7%	-3.6%	1.0%	-14.0%
44	COc1cccc(C(=O)N2CCN(C3CCN(Cc4ccccc4)CC3)CC2)c1	-22.4%	-8.6%	15.2%	-6.9%	26.9%	-8.3%	?	?
45	Cc1[nH]c(=O)[nH]c(=O)c1/C=N/NC(=O)CCNC(=O)OC(C)(C)C	·	·	-5.8%[10 µM]	-13.4%	-24.4%[9.22 µM]	-3.3%	-0.9%	·
46	Cc1cccc2nc(-c3cccc(NS(=O)(=O)c4ccccc4)c3)cn12	1.1%	?	·	?	·	-12.3%	·	·
47	Cc1ccc2c(c1)C(O)(CC(=O)c1ccc(C)s1)C(=O)N2 (stereo not given)	1.0%	-2.1%	-23.3%	-0.3%	4.5%	-6.0%	12.8%	2.6%
48	CCOc1ccccc1C(=O)NCC(=O)O	14.2%	-4.6%	-22.6%	4.1%	9.1%	6.7%	?	6.6%
